# KDM5B inh: blocks human KDM5B histone demethylase activity. Q9UGL1. KDM5B demethylase, FDH-coupled NADH fluorescence (FDH is formaldehyde dehydrogenase). Potency, µM (series often up to 57.7 µM), inactives show at the top dose activity change, negative = inhibition, hits mostly inhibitors. actives 2.6% (n = 220,000); active means well fitted inhibition curve with a large enough effect; inconclusive means small, poorly fitted or top-dose-only effect; inactive means no such curve, though single readings can be large or run the other way; further: 0% is about no effect; nearly all actives have a fitted effect of over 70% in size
# Target sequence (Q9UGL1 whole entry, looked up): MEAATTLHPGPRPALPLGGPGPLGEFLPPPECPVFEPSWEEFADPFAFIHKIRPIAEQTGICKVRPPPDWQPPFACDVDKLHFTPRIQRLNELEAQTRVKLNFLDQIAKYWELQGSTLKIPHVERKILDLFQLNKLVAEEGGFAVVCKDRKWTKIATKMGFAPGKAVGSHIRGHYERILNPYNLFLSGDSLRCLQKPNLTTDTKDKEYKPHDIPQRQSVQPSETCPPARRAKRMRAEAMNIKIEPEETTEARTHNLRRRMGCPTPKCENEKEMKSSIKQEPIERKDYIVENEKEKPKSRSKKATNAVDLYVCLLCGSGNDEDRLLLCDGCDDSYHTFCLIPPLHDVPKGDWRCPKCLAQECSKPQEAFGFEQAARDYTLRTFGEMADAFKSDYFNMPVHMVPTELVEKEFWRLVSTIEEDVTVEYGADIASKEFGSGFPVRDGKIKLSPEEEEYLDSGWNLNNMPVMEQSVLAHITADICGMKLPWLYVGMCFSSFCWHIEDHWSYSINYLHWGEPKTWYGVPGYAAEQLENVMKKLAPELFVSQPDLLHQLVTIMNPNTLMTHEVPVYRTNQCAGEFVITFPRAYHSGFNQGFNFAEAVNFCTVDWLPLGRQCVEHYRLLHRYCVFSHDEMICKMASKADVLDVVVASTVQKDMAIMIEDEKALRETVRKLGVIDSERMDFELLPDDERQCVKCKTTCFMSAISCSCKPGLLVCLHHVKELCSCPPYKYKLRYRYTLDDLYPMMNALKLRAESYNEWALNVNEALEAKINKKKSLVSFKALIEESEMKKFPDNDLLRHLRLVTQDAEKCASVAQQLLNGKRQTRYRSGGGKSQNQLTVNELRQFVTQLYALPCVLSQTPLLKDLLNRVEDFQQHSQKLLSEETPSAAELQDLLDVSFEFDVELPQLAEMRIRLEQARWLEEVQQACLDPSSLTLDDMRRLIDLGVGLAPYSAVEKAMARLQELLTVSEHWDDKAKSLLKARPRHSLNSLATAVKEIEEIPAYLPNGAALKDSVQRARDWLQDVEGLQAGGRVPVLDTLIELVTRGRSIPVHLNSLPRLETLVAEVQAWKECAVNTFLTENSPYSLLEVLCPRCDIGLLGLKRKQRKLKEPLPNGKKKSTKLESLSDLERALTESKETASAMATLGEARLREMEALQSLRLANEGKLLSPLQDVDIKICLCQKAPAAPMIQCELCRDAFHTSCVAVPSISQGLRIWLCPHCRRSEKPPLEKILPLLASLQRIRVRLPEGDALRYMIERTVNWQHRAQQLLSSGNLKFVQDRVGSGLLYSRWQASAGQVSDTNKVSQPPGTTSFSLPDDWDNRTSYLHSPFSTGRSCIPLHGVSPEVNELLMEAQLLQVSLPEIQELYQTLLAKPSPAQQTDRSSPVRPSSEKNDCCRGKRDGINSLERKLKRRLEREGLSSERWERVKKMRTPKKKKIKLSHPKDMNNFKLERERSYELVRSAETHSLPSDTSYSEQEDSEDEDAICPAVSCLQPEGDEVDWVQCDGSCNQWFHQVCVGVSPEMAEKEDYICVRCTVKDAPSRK
#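 KDM5BΔAP (200 nM final) in 50 mM HEPES pH 7.5, 0.01% Tween-20 was preincubated 10 min at RT with compound over a concentration range. Substrate mix (H3K4me3 12.5 µM, α-KG 25 µM, Fe²⁺, ascorbate, NAD⁺, FDH) was added, and NADH fluorescence change over 30 min gave dose-response curves.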
# Numbers without * were called inactive; u = inconclusive; & = joins results of further samples; [ ] = another dose, or the depositor's remark. Potency means the concentration at half of the fitted maximal effect.
KDM5B inh,Molecule
u,CN1C(=O)Cc2cc(S(=O)(=O)N3CCN(c4cccc(C(F)(F)F)c4)CC3)ccc21
0%,O=S(=O)(Nc1ccc(N2CCCCC2)cc1)c1ccccc1F
u,COc1ccc(CNc2ncnc3c2CN(c2ccc(Cl)cc2)C(=O)N(C)C3)cc1
18%,O=C(COC(=O)C12CC3CC(CC(C3)C1)C2)Nc1ccc(Cl)cc1[N+](=O)[O-]
17%,COc1ccc(CN2C(=O)CO[C@H](c3ccc(NC(=O)NC(C)(C)C)cc3)[C@H]2CO)cc1
-2%,CC1CCN(Cc2cc(=O)oc3ccc(O)cc23)CC1
-7%,O=C1CCN(C(=O)CCc2ccccc2)CCCC(c2nc(-c3ccccc3)no2)CCN1 (stereo unspecified)
u,COc1ccc(OC)c(Nc2nc(NCC(C)O)nc3c2cnn3-c2ccccc2)c1 (stereo unspecified)
-16%,O=S(=O)(Oc1ccc(Cl)cc1)c1cccc2cccnc12
-11%,CC(C)(C)C(=O)Nc1ccccc1C(=O)OCc1cc(=O)n2ccsc2n1
-25%,CCCCOc1ccc(-c2nn(-c3ccccc3)cc2C2NC(=O)NC(C)=C2C(=O)OC)cc1 (stereo unspecified)
-10%,O=C(N[C@H]1CCOC[C@H]1C1CCOCC1)c1scc2c1OCCO2
-14%[115 µM],COc1cc(CN2CCC3(Cc4ccccc4CNC3=O)C2)cc(OC)c1 (stereo unspecified)
35µM*,Cn1c(C(=O)NCCc2cnc[nH]2)nc2nc(-c3ccccc3)c(Cl)cc21
0%,COC(=O)c1ccccc1SCC(=O)C12CC3CC(CC(C3)C1)C2
u,COc1ccc2c(C)c(CC(=O)N3CCCC3)c(=O)oc2c1OC
-11%[86.2 µM],COc1ccccc1C(=O)N1CC2(C1)NC(=O)c1ccccc1O2
-37%,COc1ccccc1NC(=O)c1c(NC(=O)c2ccccc2Cl)sc2c1CCC2
12%,CNC(=O)CCn1nc(-c2ccc(Cl)cc2)c2ccccc2c1=O
-5%,O=C(NCCn1cc(C2CCCNC2)nn1)c1ccc(F)cc1 (stereo unspecified)
u,O=C1CCN(Cc2ccncc2)CCCC(C(=O)NCc2cccc(C(F)(F)F)c2)CCN1 (stereo unspecified)
-4%,Cc1cnc(C2CC2)n1C1CCN(C(=O)CC(C)C)CC1
35µM*,O=C(c1ccc(-c2ncc3cnc(-c4ccccc4)cn23)cc1)N1CCS(=O)(=O)CC1
-6%,CC(NC(=O)COc1ccccc1C#N)C12CC3CC(CC(C3)C1)C2 (stereo unspecified)
4%,CC(C)(C)NC(=O)CNc1nc(-c2ccncc2)nc2ccccc12
6%,CCCNC(=O)C1CCC(Cn2c(=O)c3sccc3n(CC(=O)Nc3ccccc3C)c2=O)CC1 (stereo unspecified)
-10%,N#Cc1c(-c2cccs2)nc(SCC(=O)c2ccc(Br)cc2)[nH]c1=O
-9%,COc1ccc(NC(=O)CN2C(=O)C(C)(C)c3cc(S(=O)(=O)N4CCCCC4)ccc32)cc1Cl
-18%,COc1ccc(CNC(=O)CN2C(=O)CSc3ccc(S(=O)(=O)N4CCC(C)CC4)cc32)cc1
-21%,CN1CCN(C(=O)CCCOc2ccccc2)CC12CCNC(=O)CC2 (stereo unspecified)
-7%,O=C1[C@@H]2C[C@@H](CN2C(=O)C2CCOCC2)Oc2ccccc2N1Cc1ccc(OC(F)(F)F)cc1
17%,O=C(CC12CC3CC(CC(Br)(C3)C1)C2)NCc1ccccc1
24%,COc1cc(CC(=O)NC(c2ccccc2)c2ccccc2)cc(OC)c1OC
-16%,CCOc1ccc(-c2nc3c(c(SCC(=O)N4CCCCC4)n2)Cc2cc(C)ccc2O3)cc1
u,Cc1cc(=O)oc2c(C)c(OCC(=O)NCCN(C)C)ccc12
-23%,CCOc1ccc(NC(=O)CCc2c(C)nc3nc(-c4cc(OC)cc(OC)c4)nn3c2C)cc1
-9%&4%,c1ccc(Oc2nc(-c3ccccn3)nc3ccccc23)cc1
u,CC1(C)Cc2c(sc(NC(=O)c3ccc(C(=O)c4ccccc4)cc3)c2C(N)=O)C(C)(C)N1
-4%,CC1CCN(C(=O)C2CCN(S(=O)(=O)c3cccs3)CC2)CC1
-12%,CN1CCN(C(=O)C2CCCCC(=O)N2)CC1 (stereo unspecified)
u,COCCn1c(=O)c2c(n1Cc1ccccc1)CN(Cc1ccc(C(C)C)cc1)CC2
u,COc1cccc(CN2CC[C@H]3C(=O)NCCCCCCN(Cc4ccncc4)[C@@H]3C2)c1OC
-14%,COc1ccc(C(=O)COC(=O)/C=C/c2c(Cl)nc3sccn23)cc1Br
36%,COc1ccc(CCNC(=O)C2CC(=O)N(CCc3ccc(C)cc3)C2)cc1OC (stereo unspecified)
1%,O=C(O)C(c1c[nH]c2cc(F)ccc12)N1CCN(c2ccccc2)CC1 (stereo unspecified)
26%,COc1ccccc1NC(=O)c1ccc[n+]([O-])c1
3%,Cn1ncc(N2CCC(CNC(=O)CCN3CCCCC3=O)C2)cc1=O (stereo unspecified)
14%[115 µM],CCN(CC)C1(Cc2cc(COC)on2)COC1

# Given field by field: 4 of the compounds above
> CC(NC(=O)COc1ccccc1C#N)C12CC3CC(CC(C3)C1)C2 (stereo unspecified)
  KDM5B inh = -6%

> CC(C)(C)NC(=O)CNc1nc(-c2ccncc2)nc2ccccc12
  KDM5B inh = 4%

> CCCNC(=O)C1CCC(Cn2c(=O)c3sccc3n(CC(=O)Nc3ccccc3C)c2=O)CC1 (stereo unspecified)
  KDM5B inh = 6%

> N#Cc1c(-c2cccs2)nc(SCC(=O)c2ccc(Br)cc2)[nH]c1=O
  KDM5B inh = -10%

# Next section:
KDM5B inh,Molecule
7%,CCC(C)NC(=O)C(NC(=O)c1ccc(C)cc1)C1CCN(C(=O)c2ccc(F)cc2)CC1 (stereo unspecified)
u,COc1ccc(N2CCN(C(=O)CN3C(=O)COc4ccc(S(=O)(=O)N5CCC(C)CC5)cc43)CC2)cc1
2%,CC1(C)CC(=O)C2=C(C1)N(c1ccccc1F)C(=O)CC2c1ccc(Cl)cc1 (stereo unspecified)
20%,Cc1ccccc1NC(=O)c1ccc2c(c1)NC(=O)CS2
3%,COc1cc(C2CC(=O)Oc3c2c(=O)[nH]c2ccccc32)cc2c1OCO2 (stereo unspecified)
u,Cc1ccc(NC(=O)c2ccc3c(c2)N(C)C2CCCCN2C3=O)cc1 (stereo unspecified)
-3%,CCOc1ccc(NC(=O)c2cnn(-c3ccc(F)cc3)c2-n2cccc2)cc1
8%,O=C(OCC12CC3CC(CC(C3)C1)C2)c1ccc([N+](=O)[O-])cc1

# Shown as labelled records: 2 of the compounds above.
> CCOc1ccc(NC(=O)c2cnn(-c3ccc(F)cc3)c2-n2cccc2)cc1
  KDM5B inh: -3%

> COc1ccc(N2CCN(C(=O)CN3C(=O)COc4ccc(S(=O)(=O)N5CCC(C)CC5)cc43)CC2)cc1
  KDM5B inh: u

# Additional entries follow:
KDM5B inh,Molecule
u,CCn1c(=O)n(-c2cccc(Cl)c2)c(=O)c2sc3ccccc3c21
18%,O=C(Nc1c2c(nn1-c1ccccc1)CS(=O)C2)c1ccc2c(c1)OCO2 (stereo unspecified)
7%,O=C(NCc1ccccc1)NC(NC(=O)c1ccccc1)(C(F)(F)F)C(F)(F)F
32µM*,COc1ncccc1-c1cnc2[nH]cc(CC(=O)Nc3cccc(Cl)c3)c2c1
u,CC(=O)Nc1ccc(NC(=O)c2nc(S(=O)(=O)Cc3ccc(F)cc3)ncc2Cl)cc1
2%,C#CCNC(=O)CCc1ccco1
-4%,COc1ccc(CNC(=O)CSc2nnc3c(n2)[nH]c2ccc(F)cc23)cc1
1%,CN(Cc1nc2ccccc2n1C(F)F)S(=O)(=O)c1ccc(F)cc1
8%,COc1ccc(C2(CNC(=O)C(=O)Nc3ccccc3C)CCCC2)cc1OC
u,CCOC(=O)c1cc2c(=O)n3ccccc3nc2n(Cc2ccco2)c1=NC(=O)c1ccccc1Br
-8%,Cc1ccc(S(=O)(=O)Cn2nnnc2C(C(C)C)N2CCC(C(N)=O)CC2)cc1 (stereo unspecified)
21%,O=Cc1cccn1-c1cccc(Cl)c1Cl
-12%,CCCCn1c(N)c(N(C)C(=O)C2Cc3ccccc3C(=O)O2)c(=O)[nH]c1=O (stereo unspecified)
14%,Cc1ccc(OCC(=O)c2ccc3c(c2)N(C(C)C(=O)NCC2CCCO2)C(=O)CO3)cc1C (stereo unspecified)
-14%,CC(C)c1ccc(S(=O)(=O)NCc2ccc3c(c2)CCN3C(=O)c2ccccc2)cc1
-19%,COc1ccc2oc(=O)c(C(=O)Nc3cccc(C(=O)O)c3)cc2c1
u,Cc1noc2c(-c3cccc(O)c3)cc(-c3ccccc3)nc12
4%,CNC(=O)C1CCC(Cn2c(=O)c3sccc3n(CC(=O)N3CCCC(C)C3)c2=O)CC1 (stereo unspecified)
-7%,COc1ccc(CNC(=O)c2nc(-c3ccc4cc[nH]c4c3)no2)cc1
4%,CN(Cc1cn(C)nc1-c1ccccc1F)CC1CCN(Cc2ccccc2)CC1
9%,Cc1ccc(C(CC(=O)O)NC(=O)C2CC=CCC2)cc1 (stereo unspecified)
-1%,Cc1ccc(NC(=O)c2c[nH]c3ccccc23)cc1I
-14%,CC(C)(C)C(=O)Nc1nnc(Cc2ccc(Cl)cc2)s1
u,CCC(=O)N1CCc2cc(S(=O)(=O)NCCC(=O)Nc3ccc(C)cc3C)ccc21

# Already shown: entries from further up.
KDM5B inh,Molecule
4%,CNC(=O)C1CCC(Cn2c(=O)c3sccc3n(CC(=O)N3CCCC(C)C3)c2=O)CC1 (stereo unspecified)
-7%,COc1ccc(CNC(=O)c2nc(-c3ccc4cc[nH]c4c3)no2)cc1
4%,CN(Cc1cn(C)nc1-c1ccccc1F)CC1CCN(Cc2ccccc2)CC1

# Shown as a hit in KDM5B inh (from the list above):
KDM5B inh,Molecule
35µM*,Cn1c(C(=O)NCCc2cnc[nH]2)nc2nc(-c3ccccc3)c(Cl)cc21
35µM*,O=C(c1ccc(-c2ncc3cnc(-c4ccccc4)cn23)cc1)N1CCS(=O)(=O)CC1
32µM*,COc1ncccc1-c1cnc2[nH]cc(CC(=O)Nc3cccc(Cl)c3)c2c1

# Following part.
KDM5B inh,Molecule
26%,O=C(CN1C(=O)NC2(CCCC2)C1=O)Nc1ccc(F)c(Cl)c1
-9%,Cc1ccc(S(=O)(=O)c2cn(CC(=O)Nc3ccc(C)c(F)c3)c3nc(C)ccc3c2=O)c(C)c1
11%,O=S(=O)(NCc1ccccc1Cn1cccn1)N1CCOCC1
1%,Cn1c(=O)oc2cc(S(=O)(=O)N3CCCC(C(=O)NCCc4ccccc4)C3)ccc21 (stereo unspecified)
u,Cc1ccc(-c2nnc(NC(=O)c3ccco3)s2)cc1
26%,CCN(CC)S(=O)(=O)c1ccc(C)c(NS(=O)(=O)c2cccc(C#N)c2)c1
-23%,CCN1C(=O)C2CC3(CCN(C(=O)c4ccc(OC)cc4)CC3)CN2C1=O (stereo unspecified)
6%,O=C(NC1CCCCC1)C1CN(C(=O)c2ccc(F)c(F)c2)CC12CCOCC2 (stereo unspecified)
u,COc1ccc(-c2cc(N3CCCC(NC(=O)c4c[nH]c5ccccc45)C3)n[nH]2)cc1 (stereo unspecified)
-12%,CCC(Oc1cccc(Cl)c1)C(=O)O (stereo unspecified)
-13%,O=C(CCCc1ccccc1)NC1CC(=O)N(c2cccc(F)c2)C1 (stereo unspecified)
-14%,Cc1ccsc1C(=O)N1CCc2onc(-c3ccc(F)c(F)c3)c2C1
2%,O=C(O)c1ccccc1C(=O)N1CCc2c([nH]c3ccccc23)C1C(F)(F)F (stereo unspecified)
u,COc1ccc(CNC(=O)Nc2cn(CC(C)C)c(=O)c3ccccc23)cc1
-18%,COc1cccc(-c2cn3c(n2)N(C(=O)C2CCC2)CCC3)c1
10%,Cc1c(C(=O)OCC2CCCCC2)[nH]c2c1C(=O)CC(c1ccccc1Cl)C2 (stereo unspecified)
-13%,CCOC(=O)C(NC(=O)COc1ccc2ccccc2c1)C(=O)OCC
-1%,CNC(=O)c1noc([C@@H]2CC(F)(F)CN2C(=O)c2cccn2C)n1
-7%,CCOc1ccc(N(Cc2cc3cc(OC)ccc3[nH]c2=O)C(C)=O)cc1
u,CCCOc1ccc(-c2nc(C#N)c(NCCN(C)C)o2)cc1
-17%,CCc1c(C)sc(NC(=O)/C=C/C(=O)O)c1C#N
12%,COc1cc(=O)n2c(c1C(=O)Nc1cccc(F)c1)CCCC2
10%,C=CCN(CC=C)C(=O)/C=C/c1csc(C)n1
18%,CCc1ccc(NC(=O)C(C#N)=C2CCCCC2)cc1
u,Cc1nnn2c(C(=O)Nc3ccc(Cl)nc3)cccc12
7%,Cc1c(C(=O)N(CCc2ccccc2)Cc2ccccc2)cccc1[N+](=O)[O-]
-16%,Cc1cc(CN2CCC3(C2)C(=O)N(Cc2ccccc2)c2ccccc23)no1 (stereo unspecified)
6%,O=C(NCCc1ccccc1F)C1CC(=O)N(c2ccccc2)C1 (stereo unspecified)
u,CCCCNc1nc(Oc2ccc(=O)n(-c3ccccc3)n2)nc(N(CC)CC)n1
-1%,Cc1ccc(-c2cc(C(=O)Nc3cccc(C)n3)c3ccccc3n2)cc1
20%,NS(=O)(=O)c1ccc(CCNC(=O)CNC(=O)c2ccc(F)cc2)cc1
0%,COc1cccc(Nc2sc(C(=O)c3ccc(Cl)cc3)c(N)c2C(=O)NCCc2ccc(OC)c(OC)c2)c1
u,COc1ccc(NC(=O)CN(C)CCOc2ccc(Cl)cc2)cc1OC
u,O=C(Nc1ccccc1F)c1cc(-c2cccs2)nc2ccccc12
5%,COc1ccc(-n2nc(C(=O)N(C)c3cccc(C(F)(F)F)c3)c3c4ccccc4n(C)c3c2=O)cc1
8%,Cc1ccc(NC(=O)CC(C)n2ccc(C)n2)c(Cl)c1 (stereo unspecified)

# Assay outcomes as filed in PubChem BioAssay.

# These rows are one share of the data; count on the stated rates, not on these rows.
